# Assay outcomes as filed in PubChem.
# PPC-1+TRAIL kill – compounds killing PPC-1 cancer cells with TRAIL present, primary screen, TRAIL potentiator project, ATPLite luminescence, uHTS; cell killing (% activity), % at 4 µM; AID 1443, 2008; hit rate 0.41% among 220,000; PPC-1 cells + TRAIL, ATPLite viability luminescence;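 active means cell killing above 50% in the first pass at 4 µM, then a duplicate retest at 5 µM averaging 50% or more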;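 further: plate controls were cells with TRAIL plus DMSO for no effect and medium-only wells lacking cells for full effect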
# p47phox inh – p47phox/p22phox peptide binding inhibitors, primary screen, biochemical, uHTS, NADPH oxidase regulatory subunit | inhibition, % at 24.7 µM | hit rate 0.53% among 220,000 | fluorescence polarization, 2 h | AID 1274, 2008;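 active means inhibition above about 30%, limit read from the data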;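 further: 0% = p47phox with labelled peptide and 100% = labelled peptide alone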
# Tb hexokinase – Trypanosoma brucei hexokinase 1 inhibitors, primary screen, biochemical, G6PDH-coupled NADH absorbance, MLSCN library; hexokinase 1 [Trypanosoma brucei]; recombinant TbHK1, G6PDH-coupled NADH A340; inhibition, % at 10 µM; hit rate 0.11% among 220,000;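 active means inhibition of 50% or more in the single-dose primary screen; inactive means inhibition below 50%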
# Furin inhibitor – human furin inhibitors, primary screen, biochemical, fluorescence intensity; P09958; purified furin, fluorogenic substrate cleavage; inhibition, % at 30 µM; hit rate 0.061% among 220,000; AID 463115, 2010; in the data active means inhibition above about 25%; further: inactives centre near -15
# Target sequence (P09958 108-714 limits assumed): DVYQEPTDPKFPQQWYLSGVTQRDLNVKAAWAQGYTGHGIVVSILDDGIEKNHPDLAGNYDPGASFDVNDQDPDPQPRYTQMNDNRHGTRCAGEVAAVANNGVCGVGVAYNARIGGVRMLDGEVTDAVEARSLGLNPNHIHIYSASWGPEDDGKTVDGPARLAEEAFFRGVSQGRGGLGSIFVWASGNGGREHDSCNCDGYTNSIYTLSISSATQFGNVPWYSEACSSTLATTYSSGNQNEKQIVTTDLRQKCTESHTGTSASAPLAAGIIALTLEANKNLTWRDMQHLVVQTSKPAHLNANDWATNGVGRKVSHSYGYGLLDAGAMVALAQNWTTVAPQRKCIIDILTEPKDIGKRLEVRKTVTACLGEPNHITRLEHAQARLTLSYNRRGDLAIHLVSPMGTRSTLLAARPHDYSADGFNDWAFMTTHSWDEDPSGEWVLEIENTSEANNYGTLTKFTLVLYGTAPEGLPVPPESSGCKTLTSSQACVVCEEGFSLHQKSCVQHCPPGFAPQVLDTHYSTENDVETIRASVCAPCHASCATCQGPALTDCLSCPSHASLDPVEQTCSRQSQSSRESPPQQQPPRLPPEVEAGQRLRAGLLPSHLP
# BaF3 parental – parental Ba/F3 cell viability inhibition, counter-screen for JAK2V617F inhibitor project, murine pro-B, CellTiter-Glo luminescence; CellTiter-Glo ATP luminescence; inhibition, % at 5.6 µM; hit rate 1.1% among 220,000; AID 1486, 2009;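 active means inhibition above a per-campaign cutoff, the mean inhibition of all tested compounds plus 3 SD, cut at about 27% in these data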;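 further: 0% = DMSO wells and 100% = JAK Inhibitor I control wells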
# RBBP9 inhibitor – human RBBP9 inhibitors, primary screen, biochemical, fluorescence polarization, FP-Rh probe, HTS. Serine hydrolase RBBP9 (Homo sapiens), O75884. recombinant RBBP9. inhibition, % at 7.94 µM. hit rate 0.2% among 220,000. AID 1515, 2009;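 active means inhibition above the campaign mean of all tested compounds plus 3 SD, cut at about 14% in these data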;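 further: plate controls were DMSO wells with RBBP9 for no effect and wells lacking RBBP9 protein for full effect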
# Target sequence (O75884 whole entry, looked up): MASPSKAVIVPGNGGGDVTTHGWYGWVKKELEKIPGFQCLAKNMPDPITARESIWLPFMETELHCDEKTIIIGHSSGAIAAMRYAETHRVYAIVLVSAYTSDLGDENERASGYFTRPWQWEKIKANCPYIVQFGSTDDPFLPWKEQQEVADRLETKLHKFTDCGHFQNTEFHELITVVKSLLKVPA
#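 Material: RBBP9 protein. Amount: RBBP9 at 2.5 µM in dispensed solution, before mixing. Schedule: 30 min then 45 min, 25 °C. Medium: Tris buffer pH 8.0, NaCl, Pluronic. Measured by: fluorescence polarization. Measure: percent inhibition from mP, scaled between DMSO and no-protein wells. Replication: one well per compound.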
# Ba/F3 V617F tox – reduced viability of JAK2V617F-dependent Ba/F3 cells, primary screen, JAK2V617F inhibitor project, cell-based, Ba/F3 EpoR-JAK2V617F, luminescence; ATP luminescence; inhibition, % at 5.6 µM; hit rate 1.1% among 220,000; AID 1446, 2008;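 active means inhibition above the campaign mean plus 3 SD over all tested compounds, cut at about 24% in these data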;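 further: cytokine-independent growth of Ba/F3 cells driven by EpoR plus mutant JAK2; 0% = DMSO-treated cells and 100% = JAK inhibitor I control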
# EP2 antag – human EP2 receptor antagonists, primary screen, TR-FRET cAMP, C6 glioma cells; Prostaglandin E2 receptor EP2 subtype (Homo sapiens), P43116; C6 glioma cells expressing human EP2; cells stimulated with saturating PGE2; inhibition, % at 25 µM; hit rate 0.52% among 260,000;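 active means percent inhibition above 40 after rounding to a whole number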;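 further: rat C6 glioma host cells with rolipram phosphodiesterase inhibitor present; the protocol text gives 20 µM as final concentration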
# p97 ATPase inh – inhibitors of human p97 ATPase, primary screen, biochemical. Transitional endoplasmic reticulum ATPase (Homo sapiens), P55072. hit rate 0.42% among 220,000. inhibition, % at 8 µM. recombinant p97 ATPase, Kinase-Glo ATP luminescence, 3 h; in the data active means inhibition above about 15%;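 further: 0% = DMSO vehicle and 100% = wells lacking enzyme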
# * = called active by the depositor; . = no result given; [ ] = remark or other dose.
no.	mol	PPC-1+TRAIL kill	p47phox inh	Tb hexokinase	Furin inhibitor	BaF3 parental	RBBP9 inhibitor	Ba/F3 V617F tox	EP2 antag	p97 ATPase inh
1	Cc1ccc(P(=O)(CSC(=N)N)c2ccc(C)cc2)cc1	12.8	1.5	4.8	-23.7	5.2	-2.9	-2.1	8.3	2.2
2	COc1ccc(C)cc1NC(=O)C(C)N(c1ccc(C)cc1)S(C)(=O)=O (stereo unspecified)	-26.4	-0.9	-2.6	-13.0[20 µM]	8.2	-6.7	0.5	8.6	2.4
3	COc1ccccc1CN1CCN(C(=O)c2ccncc2)CC1	15.3	1.8	-5.8	-6.5[20 µM]	2.4	-3.0	0.5	.	0.8
4	COCc1c(C(=O)N/N=C(/C)c2ccccc2)nnn1-c1nonc1N	43.4	-20.1	-3.0	-34.9	4.7	-1.3	0.9	8.0	0.7
5	COc1ccccc1NC1=C(Cl)C(=O)OC1OC(=O)c1ccco1 (stereo unspecified)	-11.0	0.7	-0.1	-4.3	4.8	0.0	0.0	3.0	7.1
6	CC1(C)Cc2c(sc3nc(-c4ccccc4)oc(=O)c23)CO1	-1.8	-8.7	-7.1	-25.3	5.3	-6.1	-2.4	8.2	4.7
7	COc1cc(S(=O)(=O)N(Cc2cccs2)CC2CCCO2)ccc1-n1cnnn1 (stereo unspecified)	0.9	-9.2	-3.1	-12.8	4.3	-7.3	2.8	11.6	-7.3
8	Cc1c(C=O)c(Cl)n(C)c(=O)c1C#N	11.5	-15.7	-19.1	-12.6	2.0	2.3	-3.8	1.5	9.1
9	CCCc1nc(SCC(=O)N2CCC(Cc3ccccc3)CC2)c2c(=O)n(C)c(=O)n(C)c2n1	2.2	-5.3	9.3	-9.0	3.4	0.9	-1.7	14.4	-0.9
10	COc1ccc(-n2c(C)cc(C(=O)CN3CCC(C)CC3)c2C)cc1	7.4	-5.6	-2.5	-20.9	8.7	-0.7	-2.0	7.1	-2.6
11	CCSC1=NCCN1S(=O)(=O)c1ccc(Cl)cc1	4.6	-0.3	-2.8	-29.6	4.7	-7.2	0.2	5.1	0.9
12	CCOC(=O)c1cc(CNC(=O)c2c(C)oc3c2CCCC3)c(C)o1	-0.4	7.0	2.6	-19.2	-2.1	-6.3	-2.8	10.4	0.8
13	CCOC(=O)N1CCN(c2c(N3CCN(c4ccc(F)cc4)CC3)c(=O)c2=O)CC1	-3.1	-13.9	-23.3	-9.3	1.4	-1.0	0.6	4.4	3.6
14	CN(C(=O)COC(=O)c1ccc([N+](=O)[O-])cc1N)c1ccccc1	8.4	-4.9	-6.1	-16.7	3.9	1.4	2.8	6.4	3.4
15	COC(=O)CNC(=O)CN1C(=O)N(c2ccccc2)C(N(O)C(=O)Nc2ccccc2)C1(C)C (stereo unspecified)	14.1	-18.2	0.6	-26.7[20 µM]	3.8	-6.3	-1.0	16.4	1.9
16	Cc1ccc(SCCC(=O)Nc2nccs2)cc1	10.4	-6.7	-3.1	-11.3	4.6	-4.3	-2.0	5.9	-1.2
17	CN(C)c1ccc(C(c2nnnn2C(C)(C)C)N2CCN(C(=O)c3ccco3)CC2)cc1 (stereo unspecified)	6.5	-18.0	-3.5	-26.0	1.7	-4.9	-0.7	14.2	-0.1
18	CC(=O)/C(=C\N(C)C)Sc1ccc(C)cc1	9.7	-5.8	-9.7	-27.1	-4.0	0.1	-2.0	4.5	6.7
19	COC(CNC(=S)Nc1ccc([N+](=O)[O-])cc1)OC	11.5	-5.4	12.2	13.6	5.0	-4.6	-0.5	8.4	4.9
20	CC(=O)Nc1cccc(OCc2cnc(Cl)s2)c1	-16.3	-6.9	-6.3	-11.2	-2.2	-5.3	-3.5	5.5	5.6
21	CC(=O)C1=C(O)C(=O)N(c2ccc(C(=O)O)cc2)C1c1ccccc1 (stereo unspecified)	-8.1	-3.7	-47.4	-1.0[20 µM]	-1.4	-2.4	-4.4	16.0	1.5
22	N=C1C(=O)OCC1c1ccccc1NC(=O)CN1CCCCC1 (stereo unspecified)	30.8	3.8	-4.0	-8.8	0.2	-7.0	-1.6	9.8	1.7
23	O=C(CSc1nccn1Cc1ccccc1)NCc1ccccc1	10.3	-8.5	-1.3	-28.0[20 µM]	2.9	-2.5	-0.8	16.5	0.1
24	O=C(Nc1ccc(Cc2ccncc2)cc1)c1ccc(Cl)c([N+](=O)[O-])c1	4.4	-8.9	-2.9	-21.0	-2.1	-6.8	-4.3	31.1	7.0
25	CCOC(=O)COc1ccc(C)cc1-c1ccno1	14.3	6.8	-6.6	-9.1[20 µM]	1.1	2.0	-3.4	14.8	1.4
26	COc1ccc(C2CC(=O)C3=C(C2)Nc2ccccc2N(C(=O)C2CC2)C3c2cccnc2)cc1OC (stereo unspecified)	-5.8	6.7	-58.7	-12.2[20 µM]	3.8	-1.1	-2.6	6.2	6.4
27	CC(/C=N/NC(=O)c1ccncc1)=C\c1ccco1	15.5	-12.3	-43.7	-1.8	7.9	1.2	1.7	9.5	1.7
28	CCC(C)NCCOCCOc1ccc(Cl)c2ccccc12 (stereo unspecified)	10.6	-11.9	-1.2	-6.9	0.9	3.1	5.2	11.4	-0.1
29	CCOc1ccc(NC(=O)CSc2nnc(-c3ccccc3Cl)n2Cc2ccco2)cc1	15.8	-9.8	4.3	-31.6	7.4	-2.5	-1.1	7.0	-5.0
30	N=c1sccn1CC(=O)NCc1ccc(Cl)cc1Cl	43.9	-8.4	-1.1	-21.1	1.9	-0.6	-1.3	5.0	13.8

# Among those listed so far, these contain a thiophene ring, fused or not.
no.	mol	PPC-1+TRAIL kill	p47phox inh	Tb hexokinase	Furin inhibitor	BaF3 parental	RBBP9 inhibitor	Ba/F3 V617F tox	EP2 antag	p97 ATPase inh
6	CC1(C)Cc2c(sc3nc(-c4ccccc4)oc(=O)c23)CO1	-1.8	-8.7	-7.1	-25.3	5.3	-6.1	-2.4	8.2	4.7
7	COc1cc(S(=O)(=O)N(Cc2cccs2)CC2CCCO2)ccc1-n1cnnn1 (stereo unspecified)	0.9	-9.2	-3.1	-12.8	4.3	-7.3	2.8	11.6	-7.3

# Carrying on:
no.	mol	PPC-1+TRAIL kill	p47phox inh	Tb hexokinase	Furin inhibitor	BaF3 parental	RBBP9 inhibitor	Ba/F3 V617F tox	EP2 antag	p97 ATPase inh
31	O=C(CSc1nc2ncc(Cl)cc2[nH]1)c1ccc2c(c1)OCO2	-8.2	-33.1	-15.8	-11.4	-2.6	-7.6	87.9*	2.3	0.0
32	O=C(c1ccc(F)cc1)C(CN1CCOCC1)c1ccccc1 (stereo unspecified)	18.0	1.0	5.1	-26.9	5.0	0.1	7.7	8.0	2.2
33	COCCN1Cc2cccc(C(=O)NCc3cccs3)c2C1=O	-3.3	5.5	7.5	-22.5	5.4	0.6	0.1	7.1	1.8
34	Oc1ccc(CNC2CCCCC2)cc1	5.1	-0.5	-5.2	-8.9	0.0	-3.5	-0.6	12.5	5.9
35	COC(=O)C1=C(Nc2ccccc2NS(=O)(=O)c2ccc(C(F)(F)F)cc2Cl)CSC1	2.0	-10.6	2.1	-6.4	-0.6	-6.2	-4.7	4.9	3.1
36	CC1CCC(NC(=O)COc2ccc(C(=O)c3ccccc3)cc2)CC1 (stereo unspecified)	15.0	-6.6	-5.5	-19.1	1.2	1.2	-3.3	13.2	-1.1
37	CC1=CCC2C(=O)N(c3ccc(OC(=O)c4ccco4)cc3)C(=O)C2C1 (stereo unspecified)	2.9	8.0	1.6	0.8	-1.5	-6.1	-2.1	7.5	-0.7
38	COc1cc(/C=N\NC(=O)C2C(=O)NCC2c2ccccc2)cc(OC)c1O (stereo unspecified)	10.2	-11.2	-24.3	-13.3[20 µM]	8.9	1.5	1.8	.	0.9
39	CC1(C)Cc2c(sc3nc4n(c(=N)c23)CCCCC4)CO1	12.3	-4.7	-6.0	-12.5[20 µM]	1.8	-7.1	0.7	17.8	-3.0
40	Cc1ccc(NC(=O)c2oc(=O)c3ccccc3c2-c2ccccc2)c(C)c1	8.2	1.3	34.0	-9.8	6.4	-10.5	-0.5	8.7	-0.4
41	CC(C)(C)NC(=O)C(c1ccc(O)cc1)N(C(=O)CCC(=O)Nc1nccs1)c1ccccc1F (stereo unspecified)	-1.0	-8.6	1.5	-32.1	3.0	-3.3	0.9	4.4	2.3
42	Cc1ccc(SCc2cc(=O)c3c(=O)n(-c4ccccc4)[nH]c3[nH]2)cc1	13.1	-2.6	-3.8	-22.3	5.4	-3.0	-3.7	4.8	6.6
43	O=C(NCCCN1CCN(c2ccccc2F)CC1)C1CC(=O)N(C2CCCC2)C1 (stereo unspecified)	23.0	-0.6	-4.1	-31.6	4.2	-1.9	1.3	12.0	-4.0
44	CC1(C)Cc2c(sc3nc(N/N=C/c4ccccc4)[nH]c(=O)c23)CO1	16.6	4.6	-2.5	-65.1	4.1	-11.2	-2.6	10.1	3.8
45	CNc1nc(Oc2ccccc2C(=O)OC)nc(SC)n1	5.8	-6.3	0.4	-9.3[20 µM]	-0.1	1.0	-1.1	4.5	1.8
46	CCCN(CCC)CC(O)CN1C(=O)NC(C)(C)C1=O (stereo unspecified)	2.8	-6.8	0.6	-20.1	4.7	-4.7	-2.0	4.6	7.8
47	O=C1C=C(NCC2CCCO2)CC(c2ccccc2)C1 (stereo unspecified)	10.5	-6.8	-0.1	-18.8	4.2	-3.6	-1.1	4.3	8.7
48	CC1CC(C)CN(C(=O)Cn2c(-c3nonc3N)nc3ccccc32)C1 (stereo unspecified)	0.0	-8.7	-1.8	-18.4[20 µM]	1.8	-8.5	3.8	7.5	-8.7
49	O=C(COc1ccc(S(=O)(=O)N2CCOCC2)cc1)Nc1ccc(Cl)c(C(F)(F)F)c1	1.1	-15.8	-1.9	-19.5[20 µM]	4.7	-8.2	2.7	3.3	3.8
50	O=C(/C=C/c1ccccc1)NC(=S)Nc1ccccc1C(=O)NC1CCCCC1	6.1	-0.6	-2.7	-21.3[20 µM]	4.9	-6.3	0.9	6.8	0.8
51	O=c1oc2ccccc2c2oc3cc(O)c(O)cc3c12	2.7	-34.2	-28.8	-8.7	-6.1	5.2	-2.3	18.3	18.6*
52	CC(C)CNC(=O)c1cccc(NC(=O)CSc2ccc(Cl)cc2)c1	0.0	-6.3	-1.8	-20.3	7.1	-8.4	-0.8	5.2	-4.4
53	CCOc1ccc(N2C(=O)/C(=C/c3ccccn3)SC2=S)cc1	-28.3	-7.1	-10.9	-15.2	1.2	0.8	-3.4	10.2	-1.7
54	O=C(CSC1=NCCN1)C1COc2ccccc2O1 (stereo unspecified)	7.2	-0.8	6.9	-24.9	1.4	5.2	-2.5	7.4	4.5
55	CC(C)(C)NS(=O)(=O)c1cc(C(=O)Nc2sccc2C#N)ccc1Cl	9.1	-100.5	11.2	-12.2	12.2	-9.5	4.2	7.6	-4.9
56	Cc1ccc(/C=C2/CCc3c([nH]c4ccccc34)C2=O)cc1	-0.9	-10.5	-1.0	-25.5[20 µM]	5.8	-14.6	-0.8	.	-1.2
57	CC(C)(C)C(=O)OCc1nc(-c2ccc(C(F)(F)F)cc2)cs1	-2.5	-6.2	5.7	-14.0	1.1	-2.0	-0.9	11.6	-5.9

# This is a subset. The share of hits here may be higher or lower than overall.
